Screening results as filed in PubChem.
AHR act: human AHR activation. P35869. AHR-responsive luciferase reporter cells, luminescence. activation, % at 5 µM. hit rate 2.5% among 320,000; in the data active = activation above about 47%;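 note: 0% = vehicle wells and 100% = reference agonist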
Target sequence (P35869 whole entry, looked up): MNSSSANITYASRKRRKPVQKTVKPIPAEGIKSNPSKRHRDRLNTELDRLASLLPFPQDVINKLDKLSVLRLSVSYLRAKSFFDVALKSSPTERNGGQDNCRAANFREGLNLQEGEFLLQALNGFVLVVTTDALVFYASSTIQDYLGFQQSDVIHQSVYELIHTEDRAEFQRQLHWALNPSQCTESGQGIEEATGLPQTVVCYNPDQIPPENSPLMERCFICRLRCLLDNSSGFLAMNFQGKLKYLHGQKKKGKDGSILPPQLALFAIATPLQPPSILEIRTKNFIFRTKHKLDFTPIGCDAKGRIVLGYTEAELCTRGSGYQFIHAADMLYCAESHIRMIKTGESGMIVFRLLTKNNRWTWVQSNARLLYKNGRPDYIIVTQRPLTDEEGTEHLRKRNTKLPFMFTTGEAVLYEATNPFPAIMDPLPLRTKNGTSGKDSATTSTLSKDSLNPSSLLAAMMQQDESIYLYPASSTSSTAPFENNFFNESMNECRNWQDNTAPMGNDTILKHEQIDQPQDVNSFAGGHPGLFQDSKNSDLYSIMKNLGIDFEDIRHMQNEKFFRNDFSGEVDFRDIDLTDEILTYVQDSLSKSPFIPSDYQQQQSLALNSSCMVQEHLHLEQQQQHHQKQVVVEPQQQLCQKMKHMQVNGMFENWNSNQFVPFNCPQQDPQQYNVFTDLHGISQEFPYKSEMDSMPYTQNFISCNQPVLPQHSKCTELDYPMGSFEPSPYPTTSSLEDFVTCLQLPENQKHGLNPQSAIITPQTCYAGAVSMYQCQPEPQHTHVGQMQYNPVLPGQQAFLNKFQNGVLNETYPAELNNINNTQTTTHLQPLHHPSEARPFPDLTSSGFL
PP1 inh: blocks human PP1-alpha phosphatase, a PP5 counter-screen | inhibition, % at 6.7 µM | hit rate 0.9% among 320,000 | purified PP1alpha, OMFP fluorescence | AID 2235;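 active = inhibition above the mean inhibition of all tested compounds plus 3 SD, computed separately for each screening campaign, cut at about 15% in these data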
TPT1 inhibitor: inhibitors of Candida albicans tRNA 2'-phosphotransferase TPT1 | hit rate 0.81% among 300,000 | inhibition, % at 5 µM | recombinant caTPT1, FP RNA substrate dephosphorylation;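 active = inhibition above the mean of all tested compounds plus 3 SD, set per screening campaign, cut at about 24% in these data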;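 note: plate controls were DMSO alone for no effect and ferristatin control at 100 nM for full effect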
PP5 primary: blocks human protein phosphatase 5 activity; P53041; purified PP5c, OMFP substrate fluorescence; inhibition, % at 6.7 µM; hit rate 0.18% among 320,000; AID 1987;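 active = inhibition above the campaign's mean inhibition across all tested compounds plus 3 SD, cut at about 9.5% in these data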;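 note: 0% = DMSO only and 100% = 100 µM cantharidin control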
proCasp3 act: activates human procaspase-3 | activation, % at 8.5 µM | P42574 | AID 463141 | hit rate 0.11% among 330,000 | recombinant procaspase-3 D3A, Ac-DEVD-pNA absorbance 405 nm;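 active = activation above the mean of all tested compounds plus 3 SD, cut at about 21% in these data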;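 note: 0% = DMSO alone and 100% = DMSO wells spiked with extra 5 µM PC-3 D3A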
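material = Procaspase-3 D3A mutant | probe or stimulus = Ac-DEVD-pNA | compound = single dose, 8.5 µM nominal compound, 0.8% DMSO | timing = 1 h preincubation, 2 h reaction | measured by = 405 nm absorbance of p-nitroaniline, reads at 0 and 120 min | benchmarks = DMSO-only low control, 5 µM PC-3 D3A high control | repeats = singlicate, each compound tested once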
Fh CTSL1 inh: blocks F. hepatica cathepsin L1 in PFM18AAP counter-screen. recombinant F. hepatica cathepsin L1, Z-Leu-Arg-MCA fluorescence. hit rate 0.49% among 300,000. inhibition, % at 5.96 µM;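 active = inhibition above the mean of all tested compounds plus 3 SD, set per screening campaign, cut at about 17% in these data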;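 note: 0% = plate median of test compound wells and 100% = 1 µM Z-Phe-Ala-diazomethylketone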
PAFAH2 inh: inhibitors of human PAFAH2 | inhibition, % at 3.39 µM | AID 492956 | recombinant PAFAH2, FP-rhodamine activity probe, fluorescence polarization | hit rate 0.99% among 340,000;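 active = inhibition above the mean over all tested compounds plus 3 SD, cut at about 30% in these data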;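 note: inhibitors block probe labeling of enzyme so polarization drops; 0% = enzyme with DMSO and 100% = wells lacking PAFAH2 protein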
proCasp7 act: counter-screen: procaspase-7 (human) activation | hit rate 0.093% among 330,000 | activation, % at 8.5 µM | AID 463210 | recombinant procaspase-7, Ac-DEVD-pNA absorbance 405 nm; D23A/D198A/D206A triple mutant, cannot self-cleave; scale: DMSO 0, 5 µM enzyme 100 | P55210;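 active = percent activation above the screen-wide mean plus 3 SD, cut at about 25% in these data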
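Material: Procaspase-7 triple mutant (PC-7 D3A) | Quantity: 2 µM procaspase-7 mutant as dispensed | Reagent: DEVD-pNA substrate | Times: 1 h preincubation, 2 h reaction | Technique: 405 nm absorbance of p-nitroaniline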
core dimer inh: blocks dimerization of HCV core protein; AID 1899; inhibition, % at 5 µM; hit rate 0.33% among 300,000; TR-FRET GST/Flag-core106 dimerization, 1536-well;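 active = inhibition above the mean of all tested compounds plus 3 SD, set per screening campaign, cut at about 45% in these data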
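Assay system: GST-tagged and Flag-tagged HCV core protein residues 1-106 / Times: compound-protein-antibody incubation 4 h at 22.5 °C / Signal: time-resolved FRET, ex 340 nm, em 617 and 671 nm / Evaluation: % inhibition based on acceptor/donor emission ratio / Benchmarks: wells lacking GST-core106 and wells with excess unlabelled core106 / Repeats: singlicate, one well per compound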
* = called active by the depositor; nt = not tested or not shown.

SMILES	AHR act	PP1 inh	TPT1 inhibitor	PP5 primary	proCasp3 act	Fh CTSL1 inh	PAFAH2 inh	proCasp7 act	core dimer inh
Fc1ccc(N2CCN(Cc3cnc(Cl)s3)CC2)cc1	-1	-5	-1	-5.3	2	3	-3	8	2
CC(NC(=O)CCNC(=O)c1ccc(C(C)(C)C)cc1)c1ccccc1 (stereo not drawn)	10	nt	nt	nt	0	nt	4	5	nt
CCNC(=S)NNC(=O)c1cc(-c2cccc(C)c2)nc2ccccc12	8	-3	1	5.8	10	-2	-3	-8	3
CCOC(=O)C1CCCN(C(=O)CCc2nnc(-c3ccc(C(C)=O)s3)o2)C1 (stereo not drawn)	10	-1	-7	-2.0	4	1	-6	3	1
COC(=O)c1cc(Cl)c(NC(=O)/C=C/c2ccc(OC)cc2)cc1OC	-2	-2	0	-0.5	0	0	-7	-2	1
Cc1occc1C(=O)NC(C)C(C)(C)C (stereo not drawn)	-2	-5	1	0.1	7	7	-7	1	0
O=S(=O)(NCc1ccccc1)c1ccc(Cl)c(S(=O)(=O)NCc2ccccc2)c1	1	1	-2	5.0	-10	-3	-5	-5	0
Cc1csc(NC(=O)COc2ccc3c(C)cc(=O)oc3c2)n1	6	0	0	-1.0	7	-1	4	9	6
Cc1cccc(Nc2nc(-c3ccc4c(c3)OCCO4)cs2)c1	7	-2	2	1.0	-6	-1	10	3	-2
CCN(Cc1nc2ccccc2c(=O)[nH]1)Cc1cc(=O)oc2cc(C)c(C)cc12	1	1	-1	7.5	-2	-1	5	5	4
O=C(Nc1ccccc1N1CCCC1)C1CCN(C(=O)c2ccc(Cl)cc2)CC1	0	-5	0	0.1	12	2	0	3	2
COc1ccc(C(=O)CCC(=O)N2CCN(c3ccccc3)CC2)cc1	-2	-5	6	3.1	-6	-4	-2	3	4

4 entries from above, set out differently:
> COC(=O)c1cc(Cl)c(NC(=O)/C=C/c2ccc(OC)cc2)cc1OC
  AHR act: -2
  PP1 inh: -2
  TPT1 inhibitor: 0
  PP5 primary: -0.5
  proCasp3 act: 0
  Fh CTSL1 inh: 0
  PAFAH2 inh: -7
  proCasp7 act: -2
  core dimer inh: 1

> COc1ccc(C(=O)CCC(=O)N2CCN(c3ccccc3)CC2)cc1
  AHR act: -2
  PP1 inh: -5
  TPT1 inhibitor: 6
  PP5 primary: 3.1
  proCasp3 act: -6
  Fh CTSL1 inh: -4
  PAFAH2 inh: -2
  proCasp7 act: 3
  core dimer inh: 4

> Fc1ccc(N2CCN(Cc3cnc(Cl)s3)CC2)cc1
  AHR act: -1
  PP1 inh: -5
  TPT1 inhibitor: -1
  PP5 primary: -5.3
  proCasp3 act: 2
  Fh CTSL1 inh: 3
  PAFAH2 inh: -3
  proCasp7 act: 8
  core dimer inh: 2

> Cc1occc1C(=O)NC(C)C(C)(C)C (stereo not drawn)
  AHR act: -2
  PP1 inh: -5
  TPT1 inhibitor: 1
  PP5 primary: 0.1
  proCasp3 act: 7
  Fh CTSL1 inh: 7
  PAFAH2 inh: -7
  proCasp7 act: 1
  core dimer inh: 0

New compounds follow.
SMILES	AHR act	PP1 inh	TPT1 inhibitor	PP5 primary	proCasp3 act	Fh CTSL1 inh	PAFAH2 inh	proCasp7 act	core dimer inh
O=C(CNC(=O)c1cccc(Cl)c1)NCCCSc1ccccc1	2	-3	0	0.1	4	2	2	1	-4
CCN(CC)S(=O)(=O)c1ccc2c(c1)c(=O)c(C(=O)NCCOC)cn2C	3	-2	-4	-0.8	0	3	5	2	-2
CCc1ccc(C2C(C#N)=C(N)N(N(C)C)C3=C2C(=O)CCC3)s1 (stereo not drawn)	14	1	-2	0.4	0	-4	0	1	-3
CCCCC(=O)NC(=S)Nc1cc(C(=O)O)ccc1Cl	2	-2	0	1.4	2	-1	-6	-2	-4
CN(C(=O)Cn1nnc2ccccc2c1=O)C1CCCCC1	2	-3	0	-1.4	5	-2	-1	8	-1
CCOc1ccccc1Nc1nc(-c2sc(NC(=O)c3cccc(Cl)c3)nc2C)cs1	64*	9	0	4.7	2	1	-30	-5	22
C=CCn1c(O)c(N=NC(=O)OC(C)(C)C)c2ccccc21	30	-3	1	-1.4	-3	3	1	0	-4
COc1ccc(CNC(=O)[C@H](C)NC(=O)C2CCN(C(=O)[C@@H](N)Cc3ccccc3)CC2)cc1	1	-5	-4	2.5	4	-2	-6	-9	-1
CCC(C)NC(=O)COCc1cc(-c2ccc3c(c2)OCO3)on1 (stereo not drawn)	4	4	1	0.3	6	0	-4	0	-7
COCc1[nH]nc2c1C(c1ccsc1)C(C#N)=C(N)O2 (stereo not drawn)	3	0	-7	0.6	4	-1	7	1	0
COc1cc(OC)cc(C(=O)NC(C(=O)Nc2ccc3nc(C)sc3c2)C(C)C)c1 (stereo not drawn)	4	-4	nt	1.8	2	nt	5	4	nt
C=CCSc1nnc2c(n1)OC=Nc1ccc(Br)cc1-2	10	4	-1	0.7	-3	-2	7	0	3
CCc1ccc(C2CC(c3ccccc3)n3ncnc3N2)cc1 (stereo not drawn)	-2	-1	0	-1.8	5	2	1	-3	-4
O=C(CSc1nnc2n1CCCN2)c1ccc([N+](=O)[O-])cc1	3	-4	0	1.2	-3	5	0	-2	6
Cc1oc(-c2cccs2)nc1CN1CCN(CC(C)C)C(CCO)C1 (stereo not drawn)	2	-8	2	5.5	5	-4	6	-2	-4
Cc1c2cn[nH]c(=O)c2c(C)n1Cc1ccc(F)cc1	2	-1	5	3.2	-2	0	-4	-7	8
CCc1cc2c(NCCC(=O)O)nc(C)nc2s1	33	0	0	3.5	2	-1	13	-10	3
CCC(=O)Nc1ccc(C(=O)CN2C(=O)NC3(CCOc4ccccc43)C2=O)cc1 (stereo not drawn)	10	-1	nt	1.5	-1	nt	-6	-5	nt
O=C(CCc1[nH]c2ccccc2c1Sc1ccccc1)NCCO	-1	-2	-1	0.0	-1	2	37*	4	7
CN(Cc1ccccc1)C(=S)Nc1ccc2nc3n(c(=O)c2c1)CCCCC3	-1	-1	0	1.3	1	2	-6	-3	7
CNC(=S)N/N=C/c1ccc(N2CCOCC2)s1	0	-4	5	1.1	-8	7	-4	-24	-7
Cc1ccc(NC(=O)C2C(C(=O)O)C3C=CC2C32CC2)cc1 (stereo not drawn)	42	-1	-3	1.7	-11	-3	3	-5	-5
O=C(COCCOCC(=O)N(c1ccccn1)C1CCCCC1)N(c1ccccn1)C1CCCCC1	-1	-1	-3	0.4	1	-3	-3	-4	-2
O=C1CC(c2ccncc2)c2cc3c(cc2N1)OCCO3 (stereo not drawn)	5	3	-2	0.1	3	-3	-1	4	-4

5 entries picked at random from the list so far, as already listed:
SMILES	AHR act	PP1 inh	TPT1 inhibitor	PP5 primary	proCasp3 act	Fh CTSL1 inh	PAFAH2 inh	proCasp7 act	core dimer inh
Cc1oc(-c2cccs2)nc1CN1CCN(CC(C)C)C(CCO)C1 (stereo not drawn)	2	-8	2	5.5	5	-4	6	-2	-4
O=C(CCc1[nH]c2ccccc2c1Sc1ccccc1)NCCO	-1	-2	-1	0.0	-1	2	37*	4	7
O=C(COCCOCC(=O)N(c1ccccn1)C1CCCCC1)N(c1ccccn1)C1CCCCC1	-1	-1	-3	0.4	1	-3	-3	-4	-2
O=C1CC(c2ccncc2)c2cc3c(cc2N1)OCCO3 (stereo not drawn)	5	3	-2	0.1	3	-3	-1	4	-4
CN(Cc1ccccc1)C(=S)Nc1ccc2nc3n(c(=O)c2c1)CCCCC3	-1	-1	0	1.3	1	2	-6	-3	7

Carrying on.
SMILES	AHR act	PP1 inh	TPT1 inhibitor	PP5 primary	proCasp3 act	Fh CTSL1 inh	PAFAH2 inh	proCasp7 act	core dimer inh
O=C(NCc1cccnc1)c1nc(-c2ccccc2)n(-c2ccccc2)n1	27	4	-2	-9.9	2	12	6	-16	-11
COC(=O)c1ccc(C(=O)OC)c(NC(=O)CSCc2ccccc2Br)c1	0	0	-3	-1.9	0	0	-3	0	0
CCN(CC)S(=O)(=O)c1ccc(NCc2ccccc2)nc1	8	5	-3	1.6	-4	3	3	-12	-7
O=C(CSc1n[nH]c(-c2ccncc2)n1)Nc1ccccc1	0	5	-1	3.5	9	-3	1	0	-4
O=C(NCc1nnc2n1CCCCC2)c1ccc(Cl)cc1Cl	2	-1	-6	2.4	-1	-5	0	-1	-3
COc1ccc(-c2ccc([C@H]3[C@H]4C=CC[C@@H](C)[C@@H]4C(=O)N3Cc3ccccc3)c(F)c2)cc1	0	4	-3	-1.5	8	1	5	2	1
CCOc1ccccc1NC(=O)Nc1cc(S(=O)(=O)N(C)C)ccc1C	7	0	-1	-0.4	2	7	-5	6	0
CC(=O)Nc1cccc(NC(=O)CCCC2CCCCC2)c1	3	3	-1	0.8	-4	1	-1	1	1
CCN1CCN(C(=O)C2CCC(=O)N(Cc3cccc(C(F)(F)F)c3)C2)CC1 (stereo not drawn)	-1	-2	0	1.0	5	7	1	3	2
CCn1cc(CN2CCC(n3nccc3NC(=O)C(OC)c3ccccc3)CC2)cn1 (stereo not drawn)	3	0	-3	4.3	0	-3	-6	5	-7
CSCCC(NC(=O)c1cncc(Br)c1)C(=O)O (stereo not drawn)	0	-12	-2	2.4	2	-7	-10	-15	-1
CCCCC(NC(C)=O)c1nc2ccccc2[nH]1 (stereo not drawn)	4	-3	2	0.1	1	0	0	4	-7
